TEAD-YAP inh: TEAD-YAP interaction inhibition; 640,000 tested, 1.4% active; HEK-TIYL cells, TEAD-Gal4/YAP UAS-luciferase luminescence; inhibition, % at 9.12 µM; AID 1259422; in the data active = inhibition above about 32%;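 note: 0% = median of test compound wells and 100% = reference inhibitor wells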
MITF inh: blocks human microphthalmia-associated transcription factor | AID 1259374 | AlphaScreen MITF homodimerization, bead proximity signal | 650,000 tested, 0.91% active | inhibition, % at 2.6 µM | O75030; in the data active = inhibition above about 50%;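 note: 0% = vehicle wells with protein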
Target sequence (O75030 whole entry, looked up): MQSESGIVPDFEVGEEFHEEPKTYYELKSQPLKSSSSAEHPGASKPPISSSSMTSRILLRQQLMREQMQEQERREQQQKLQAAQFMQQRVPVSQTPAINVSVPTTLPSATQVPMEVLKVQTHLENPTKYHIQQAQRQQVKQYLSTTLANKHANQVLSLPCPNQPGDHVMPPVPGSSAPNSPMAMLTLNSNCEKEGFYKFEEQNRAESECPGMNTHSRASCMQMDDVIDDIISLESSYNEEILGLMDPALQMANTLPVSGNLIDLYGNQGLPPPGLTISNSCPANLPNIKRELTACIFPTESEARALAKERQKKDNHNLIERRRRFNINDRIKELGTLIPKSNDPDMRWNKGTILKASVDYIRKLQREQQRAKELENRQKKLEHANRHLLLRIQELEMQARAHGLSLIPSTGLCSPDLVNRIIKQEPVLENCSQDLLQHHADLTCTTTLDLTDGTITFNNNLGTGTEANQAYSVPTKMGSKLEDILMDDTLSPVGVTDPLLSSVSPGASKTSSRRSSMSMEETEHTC
FBW7 act: activators of human E3 ligase FBW7; Q969H0; AlphaScreen FBW7–phospho-cyclin E peptide binding, activator screen; normalized activity (activation), % at 26.1 µM; 650,000 tested, 0.13% active; in the data active = normalized activity above about 1.9%;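 note: purified mutant Fbw7 with reduced substrate affinity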
GPR151 activ: human GPR151 activation; PathHunter beta-arrestin GPR151 cells, luminescence; activation, % at 11.2 µM; Q8TDV0; 650,000 tested, 1% active; AID 1508602; in the data active = activation above about 4.9%;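 note: 0% = median of compound wells and 100% = cells with positive control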
Target sequence (Q8TDV0 whole entry, looked up): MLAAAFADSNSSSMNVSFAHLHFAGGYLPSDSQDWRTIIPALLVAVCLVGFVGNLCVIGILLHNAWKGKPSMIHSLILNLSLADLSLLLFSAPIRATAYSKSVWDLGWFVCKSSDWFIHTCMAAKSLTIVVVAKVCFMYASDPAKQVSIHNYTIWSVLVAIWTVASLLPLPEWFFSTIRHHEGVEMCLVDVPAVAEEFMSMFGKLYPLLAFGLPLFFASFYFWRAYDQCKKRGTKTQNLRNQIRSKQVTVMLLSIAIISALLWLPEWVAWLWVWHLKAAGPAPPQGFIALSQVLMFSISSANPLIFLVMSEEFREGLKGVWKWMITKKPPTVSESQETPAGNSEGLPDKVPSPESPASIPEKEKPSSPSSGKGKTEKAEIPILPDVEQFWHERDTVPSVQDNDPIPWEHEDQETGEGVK
* = called active by the depositor.

`COc1ccc(NC(=O)c2ccccc2NC(=O)c2cccc(OC(C)=O)c2)cc1` gave TEAD-YAP inh 6, MITF inh 2, FBW7 act 0.1 and GPR151 activ -1.5.
COc1cc(CNC(=O)c2sc3nc(-c4ccncc4)ccc3c2N)cc(OC)c1 was read as TEAD-YAP inh -13, MITF inh -12, FBW7 act -0.2 and GPR151 activ -1.0.
Screening CCC(=O)N1CCc2cc(S(=O)(=O)NCCC(=O)O)ccc21 returned TEAD-YAP inh -12, MITF inh 5, FBW7 act 0.0 and GPR151 activ 1.6.
CC(C)=CCN1CCC2(CCC(CNC(=O)c3cccc(N4CCNC4=O)c3)O2)CC1 (stereo not drawn) was read as TEAD-YAP inh 7, MITF inh 0, FBW7 act 0.1 and GPR151 activ 0.5.
Screening COc1cccc(CNC(=O)CC2C(=O)NCCN2Cc2ccc(-c3ccccc3)cc2)c1 (stereo not drawn) returned TEAD-YAP inh 15, MITF inh 10, FBW7 act 0.1 and GPR151 activ 0.9.
Screening CN1C(=O)c2ccccc2C(C(=O)Nc2nccs2)C1c1cccs1 (stereo not drawn) returned TEAD-YAP inh -9, MITF inh 0, FBW7 act -0.2 and GPR151 activ 0.2.
Screening Cc1cc(C)cc(N(C)S(=O)(=O)c2nnc(NC(=O)C(C)C)s2)c1 returned TEAD-YAP inh 3, MITF inh 2, FBW7 act 0.1 and GPR151 activ 1.2.
`O=C(CN1CCN(CCO)CC1)N1c2ccccc2Sc2ccc(Cl)cc21` gave TEAD-YAP inh 6, MITF inh 9, FBW7 act -0.1 and GPR151 activ -1.1.
`CCSCCOC(=O)C1=C(C)NC2=C(C(=O)CC(c3ccccc3Cl)C2)C1c1ccc(O)c(OC)c1` (stereo not drawn) gave TEAD-YAP inh 10, MITF inh 3, FBW7 act 0.1 and GPR151 activ -0.5.
Screening O=C(NC(=S)NN1CCOCC1)c1cccs1 returned TEAD-YAP inh 16, MITF inh 1, FBW7 act 0.1 and GPR151 activ 2.0.
Screening CCCC1=NN2C(=N)/C(=C/c3cc(OC)ccc3OC)C(=O)N=C2S1 returned TEAD-YAP inh 0, MITF inh -2, FBW7 act -0.1 and GPR151 activ 0.3.
`CC1(C)CC(=S)C=C(N2CCCCC2)C1` gave TEAD-YAP inh 13, MITF inh 1, FBW7 act -0.1 and GPR151 activ -0.5.
Screening CCOc1cc(CO)c(Br)cc1OC returned TEAD-YAP inh 11, MITF inh 4, FBW7 act 0.0 and GPR151 activ 0.6.
Screening CN1C(=O)N(C)C2(CCN(S(=O)(=O)c3cccc(F)c3)CC2)C1=O returned TEAD-YAP inh 2, MITF inh -1, FBW7 act -0.1 and GPR151 activ 1.3.
For COC(=O)C1=C(C)Nc2nc(SC)nn2C1c1cccc(OC)c1 (stereo not drawn) the results were TEAD-YAP inh -3, MITF inh 10, FBW7 act -0.2 and GPR151 activ -1.3.
Screening COc1ccc2c(c1)sc1ncc(C(=O)N(C)C(C)C)c(=O)n12 returned TEAD-YAP inh 11, MITF inh 14, FBW7 act 0.4 and GPR151 activ -1.4.
`CCN1CCN(C(=O)CN(c2cccc(OC)c2)S(=O)(=O)c2ccccc2)CC1` gave TEAD-YAP inh 3, MITF inh 3, FBW7 act 0.0 and GPR151 activ 0.0.
`CC(=O)Nc1ccc(NC(=O)COc2ccc(C34CC5CC(CC(C5)C3)C4)cc2)cc1` gave TEAD-YAP inh -5, MITF inh 11, FBW7 act 0.1 and GPR151 activ 1.9.
Screening CCOC(=O)NC(=O)COC(=O)[C@H](C)NC(=O)c1ccccc1 returned TEAD-YAP inh 0, MITF inh 7, FBW7 act -0.2 and GPR151 activ -0.3.
`CCCn1c(SCC(=O)NCC(F)(F)F)n[nH]c1=O` gave TEAD-YAP inh -5, MITF inh 21, FBW7 act 0.3 and GPR151 activ -1.5.

Molecules from the list above with an aryl thioether with sulfur outside any ring:
For COC(=O)C1=C(C)Nc2nc(SC)nn2C1c1cccc(OC)c1 (stereo not drawn) the results were TEAD-YAP inh -3, MITF inh 10, FBW7 act -0.2 and GPR151 activ -1.3.
`CCCn1c(SCC(=O)NCC(F)(F)F)n[nH]c1=O` gave TEAD-YAP inh -5, MITF inh 21, FBW7 act 0.3 and GPR151 activ -1.5.

More entries follow.
`Cc1ccc(CNC(=O)CN(c2ccccc2)S(=O)(=O)c2ccccc2[N+](=O)[O-])cc1` gave TEAD-YAP inh 8, MITF inh -16, FBW7 act -0.2 and GPR151 activ 1.6.
Screening O=C1CCC2(C(=O)OCc3c(Cl)cccc3Cl)N1c1ccccc1C(=O)N2C1CC1 (stereo not drawn) returned TEAD-YAP inh 6, MITF inh -1, FBW7 act 0.1 and GPR151 activ 0.1.
`Cc1cccc(NC(=O)c2cccc([N+](=O)[O-])c2)c1` gave TEAD-YAP inh -7, MITF inh 17, FBW7 act 0.5 and GPR151 activ -0.8.
`O=C(NCC1CCC2(CCN(Cc3cccc(OCCO)c3)CC2)O1)C1CCCO1` (stereo not drawn) gave TEAD-YAP inh -6, MITF inh -19, FBW7 act 0.1 and GPR151 activ 0.9.
For O=C(Nc1nc2c(s1)CCCC2)c1ccc(S(=O)(=O)N2CCc3ccccc32)cc1 the results were TEAD-YAP inh 29, MITF inh 3, FBW7 act -0.2 and GPR151 activ 0.8.
For C/C(=N/NC(=O)COc1ccccc1)c1cccc([N+](=O)[O-])c1 the results were TEAD-YAP inh -5, MITF inh 0, FBW7 act -0.2 and GPR151 activ 1.6.
For Cc1cc(C)nc(NC(=O)C(C)Oc2cccc(Cl)c2)c1 (stereo not drawn) the results were TEAD-YAP inh -1, MITF inh -2, FBW7 act 0.2 and GPR151 activ 4.2.
Screening Cc1ccc(-c2n[nH]c(C(C)NC(=O)C3CC3)n2)cc1 (stereo not drawn) returned TEAD-YAP inh -2, MITF inh 1, FBW7 act 0.0 and GPR151 activ 0.5.
CC(=O)Nc1nnc(SCc2cc(C)ccc2C)s1 was read as TEAD-YAP inh -6, MITF inh -5, FBW7 act 1.0 and GPR151 activ 2.2.
CC(C)Cc1ccc(C(C)c2n[nH]c(=S)n2-c2ccccc2)cc1 (stereo not drawn) was read as TEAD-YAP inh 9, MITF inh 5, FBW7 act 0.0 and GPR151 activ 0.0.

Ordered by length of the SMILES (descending): part of the list above.
COc1cc(CNC(=O)c2sc3nc(-c4ccncc4)ccc3c2N)cc(OC)c1 was read as TEAD-YAP inh -13, MITF inh -12, FBW7 act -0.2 and GPR151 activ -1.0.
Screening CN1C(=O)c2ccccc2C(C(=O)Nc2nccs2)C1c1cccs1 (stereo not drawn) returned TEAD-YAP inh -9, MITF inh 0, FBW7 act -0.2 and GPR151 activ 0.2.
`CC1(C)CC(=S)C=C(N2CCCCC2)C1` gave TEAD-YAP inh 13, MITF inh 1, FBW7 act -0.1 and GPR151 activ -0.5.

(listing goes on)
Screening Cc1cccc(NC(=S)N(CCN2CCCCC2)Cc2ccco2)c1 returned TEAD-YAP inh 2, MITF inh 1, FBW7 act 0.0 and GPR151 activ -1.5.
Screening O=C1N[C@H](CO)C(=O)N2CCN(Cc3cnn(-c4cccc(F)c4)c3)C[C@H]12 returned TEAD-YAP inh 3, MITF inh 19, FBW7 act 1.0 and GPR151 activ 0.5.
Screening CCCCN(Cc1ccccc1)S(=O)(=O)c1ccc2c(c1)CCN2C(=O)CC returned TEAD-YAP inh 9, MITF inh -4, FBW7 act -0.3 and GPR151 activ 0.2.
Screening Cc1nc(C)c(NC(=O)N2CCc3ccccc32)cc1NC(=O)N1CCc2ccccc21 returned TEAD-YAP inh -5, MITF inh 14, FBW7 act -0.1 and GPR151 activ 0.0.
CCOc1cc(/C=C2\SC(N)=NC2=O)ccc1OCC(=O)NCc1ccccc1 was read as TEAD-YAP inh 32*, MITF inh 0, FBW7 act -0.1 and GPR151 activ 3.1.
`Cc1cc(NC(=O)CSc2nnc3n(-c4ccccc4)c(=O)c4ccccc4n23)no1` gave TEAD-YAP inh -5, MITF inh -11, FBW7 act 0.0 and GPR151 activ -0.3.
`OCCNc1ncnc2nc(N3CCN(Cc4ccc5c(c4)OCO5)CC3)[nH]c12` gave TEAD-YAP inh 2, MITF inh 8, FBW7 act 0.0 and GPR151 activ 0.6.
CCCN(CCC)C(=O)c1cc(Cl)ccc1OC was read as TEAD-YAP inh 6, MITF inh 0, FBW7 act -0.1 and GPR151 activ 1.0.
`Cc1cccc(Oc2ccc(NC(=O)CCCC(=O)O)cc2)c1` gave TEAD-YAP inh -7, MITF inh -2, FBW7 act 0.1 and GPR151 activ -0.4.
Screening CCOc1ccc(-c2nnc3ccc(SCC(=O)Nc4ccccc4OC)nn23)cc1 returned TEAD-YAP inh -2, MITF inh 5, FBW7 act 0.1 and GPR151 activ 0.0.
For COCCCn1c(C)cc(C(=O)CCl)c1C the results were TEAD-YAP inh 0, MITF inh 12, FBW7 act 0.1 and GPR151 activ 0.4.
COc1ccccc1NC(=O)C(=O)N/N=C/c1ccc(Cl)cc1Cl was read as TEAD-YAP inh -2, MITF inh -10, FBW7 act 0.1 and GPR151 activ -1.7.
CCCCN(C)Cc1c(C)[nH]c2c(Cl)cccc2c1=O was read as TEAD-YAP inh -3, MITF inh -5, FBW7 act -0.1 and GPR151 activ 0.5.
COc1cc(Nc2nc(-c3ccc(N4CCOCC4)nc3)nc3c2ncn3C2CCCCC2)cc(OC)c1OC was read as TEAD-YAP inh -6, MITF inh -3, FBW7 act -0.2 and GPR151 activ -0.4.
`COCCOC(=O)C1=C(C)NC2=C(C(=O)CC(c3ccc(OC)c(OC)c3)C2)C1c1cccc(C)c1` (stereo not drawn) gave TEAD-YAP inh 43*, MITF inh 4, FBW7 act 0.0 and GPR151 activ 1.2.
COC(=O)C1C(O)=C(C(C)=N)C(=O)CC1(C)C (stereo not drawn) was read as TEAD-YAP inh 7, MITF inh 3, FBW7 act 0.1 and GPR151 activ 0.3.
`COc1cc(/C=C2/SC(=S)N(C)C2=O)ccc1OCC#N` gave TEAD-YAP inh 1, MITF inh 0, FBW7 act 0.0 and GPR151 activ -0.3.
For N#Cc1nc(COc2ccccc2)oc1NCc1ccc(F)cc1 the results were TEAD-YAP inh -52, MITF inh 12, FBW7 act 0.1 and GPR151 activ 1.2.
Screening COc1cc(OC)c(OC)cc1/C=C1\N=C(c2ccc(OC)c(OC)c2)OC1=O returned TEAD-YAP inh 6, MITF inh 10, FBW7 act 0.2 and GPR151 activ 0.4.
Screening COCCCNC(=O)CN(c1cc(OC)ccc1OC)S(C)(=O)=O returned TEAD-YAP inh -2, MITF inh 1, FBW7 act -0.1 and GPR151 activ -0.1.
O=C(Nc1nc(-c2ccc(S(=O)(=O)N3CCOCC3)cc2)cs1)c1ccccc1 was read as TEAD-YAP inh 25, MITF inh 2, FBW7 act -0.1 and GPR151 activ 2.1.
Screening COc1ccc(NC(=O)C(Cc2c[nH]c3ccccc23)NC(=O)c2ccccc2)cc1 (stereo not drawn) returned TEAD-YAP inh 62*, MITF inh 5, FBW7 act -0.1 and GPR151 activ -0.2.
For Cc1ccc(C(=O)Nc2ccc([N+](=O)[O-])cc2)cc1S(=O)(=O)Nc1cccc(C(=O)O)c1 the results were TEAD-YAP inh 8, MITF inh 11, FBW7 act 0.1 and GPR151 activ -1.2.
`COc1ccc(-c2cc(NCc3cccs3)n3ncnc3n2)cc1` gave TEAD-YAP inh -36, MITF inh -2, FBW7 act 0.1 and GPR151 activ 0.1.
CC(=O)c1ccc(NC(=O)CNCCN2CCOCC2)cc1 was read as TEAD-YAP inh 4, MITF inh 0, FBW7 act -0.2 and GPR151 activ 2.2.
Screening CCOC(=O)c1ccc(Nc2cc(-n3nc(C(F)(F)F)cc3-c3ccccc3)ncn2)cc1 returned TEAD-YAP inh -8, MITF inh -6, FBW7 act 1.8 and GPR151 activ 4.2.
`O=C(NCCN1CCOCC1)c1csc2c1CCCCC2` gave TEAD-YAP inh -3, MITF inh 6, FBW7 act 0.1 and GPR151 activ 1.2.
For Cc1ncc(-c2ccncc2)c(C2CCCN(C(=O)C(C)C)C2)n1 (stereo not drawn) the results were TEAD-YAP inh -18, MITF inh 17, FBW7 act 0.1 and GPR151 activ 2.6.
O=C(Nc1nc(-c2ccccn2)cs1)c1ccc(S(=O)(=O)N2CCCCC2)cc1 was read as TEAD-YAP inh 18, MITF inh 35, FBW7 act -0.1 and GPR151 activ -0.8.
`O=c1cnnc(SCc2ccc(Cl)cc2Cl)[nH]1` gave TEAD-YAP inh 2, MITF inh 5, FBW7 act 0.2 and GPR151 activ 0.4.
O=C(COC(=O)C1CC(=O)N(c2ccc(Br)cc2)C1)c1ccc([N+](=O)[O-])cc1 (stereo not drawn) was read as TEAD-YAP inh 2, MITF inh 10, FBW7 act -0.3 and GPR151 activ -0.4.
`CC(C)(C)c1ccc(OCc2nc(-c3ccc([N+](=O)[O-])cc3)no2)cc1` gave TEAD-YAP inh 12, MITF inh 12, FBW7 act 0.4 and GPR151 activ -0.7.
Screening C=C(C)CN1C(=O)NC(CC)(C2CCN(Cc3ccc(N4CCCC4)cc3)CC2)C1=O (stereo not drawn) returned TEAD-YAP inh 16, MITF inh 1, FBW7 act -0.1 and GPR151 activ 0.6.
Cc1cc(Sc2ccccc2[N+](=O)[O-])c(C)n1C1CC1 was read as TEAD-YAP inh -2, MITF inh 10, FBW7 act -0.2 and GPR151 activ -0.5.

Filtered by structure: the compounds so far with a CF3 group (2)
`CCCn1c(SCC(=O)NCC(F)(F)F)n[nH]c1=O` gave TEAD-YAP inh -5, MITF inh 21, FBW7 act 0.3 and GPR151 activ -1.5.
Screening CCOC(=O)c1ccc(Nc2cc(-n3nc(C(F)(F)F)cc3-c3ccccc3)ncn2)cc1 returned TEAD-YAP inh -8, MITF inh -6, FBW7 act 1.8 and GPR151 activ 4.2.

From PubChem BioAssay

Not a hit list; 3.5% or so of the library scored in one or more.
